Compound activity as filed in PubChem.
ERG-DNA inh: inhibitors of human ERG Ets domain-DNA interaction. P11308. fluorescence polarization, His-ERG Ets domain / labelled DNA. Potency, µM (doses to about 76.9 µM), for the others: at the top dose FP activity, negative = inhibition, hits mostly inhibitors. hit rate 0.028% among 370,000. AID 624246; active = well fitted inhibition curve with a large enough effect in the polarisation, with a control signal flat; inconclusive = small, poorly fitted or top-dose-only effect, or effect the other way, or a change in a side signal; inactive = no such curve, though single readings can be large or run the other way; the % refers to the polarisation;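 note: polarization taken with two DNA probes labelled with fluorescein and Texas red; % of control where 0% means no effect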
Target sequence (P11308 whole entry, looked up, the tested form may be a part): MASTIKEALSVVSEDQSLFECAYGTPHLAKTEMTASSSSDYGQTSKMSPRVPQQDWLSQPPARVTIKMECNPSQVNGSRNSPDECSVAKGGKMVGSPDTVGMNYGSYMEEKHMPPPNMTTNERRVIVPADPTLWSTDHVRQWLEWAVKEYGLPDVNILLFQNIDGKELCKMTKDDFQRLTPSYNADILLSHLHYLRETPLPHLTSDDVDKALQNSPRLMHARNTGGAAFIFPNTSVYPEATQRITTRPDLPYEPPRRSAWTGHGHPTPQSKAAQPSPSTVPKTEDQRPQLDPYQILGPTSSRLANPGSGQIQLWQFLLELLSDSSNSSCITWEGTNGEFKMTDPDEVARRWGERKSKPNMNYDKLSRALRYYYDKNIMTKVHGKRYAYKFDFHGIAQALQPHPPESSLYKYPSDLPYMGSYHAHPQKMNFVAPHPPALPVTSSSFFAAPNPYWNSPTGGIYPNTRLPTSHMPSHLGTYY
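His-tagged ERG Ets domain (1 uM in the protein solution; 300mM KCl, 50mM Tris-HCl, 1mM EDTA, 1mM DTT, pH 7.5) received compound, then a probe mix of 5 nM fluorescein-DNA and 100nM Texas-615-DNA. Fluorescence polarization was read for both dyes.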
Pin1 inhibitor: human Pin1 inhibition | Q13526 | Pin1 FP peptide displacement, HiFluor488, 10 min | Potency, µM (top dose mostly 115 µM), for inactives: top-dose activity, negative = inhibition, most hits filed as inhibitors | hit rate 0.009% among 390,000; active = well fitted inhibition curve with a large enough effect in the polarisation, with a control signal flat, not every such curve was filed as active; inconclusive = small, poorly fitted or top-dose-only effect, or effect the other way, or a change in a side signal; inactive = no such curve, though single readings can be large or run the other way; the % refers to the polarisation; note: % is set by controls: 0 for no effect and ±100 for the full control effect
RGS4 inh: human RGS4 inhibition; P49798; hit rate 0.039% among 390,000; Potency, µM (doses to about 114 µM), inactives show top-dose activity change, negative = inhibition, usual class: inhibitors; Transcreener GDP fluorescence polarization, RGS4-accelerated GTP hydrolysis; AID 504845; note: % is set by controls: 0 for no effect and ±100 for the full control effect; nearly all actives have a fitted effect of over 75% in size; some results filed as inactive show a strong effect at the top dose
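MLSMR compounds (23 nl, pin-transferred) preincubated 10 min at room temperature with a 500nM (2x) first reagent, then RGS4 at 900nM (2x) plus Transcreener GDP mix added; fluorescence polarization (620/688 nm) read before and after 90 min at 30 °C.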
HP1b chromo inh: blocks HP1-beta chromodomain binding to methylated histone tails; P83916; AlphaScreen HP1-beta / biotin-H3K9me3 peptide binding; Potency, µM (highest dose often 114 µM), without a hit: at the top dose activity change, negative = inhibition, actives largely listed as inhibitors; hit rate 0.56% among 390,000; AID 540317; note: nearly all actives have a fitted effect of over 70% in size; inactives centre near 23
Target sequence (P83916 whole entry, looked up): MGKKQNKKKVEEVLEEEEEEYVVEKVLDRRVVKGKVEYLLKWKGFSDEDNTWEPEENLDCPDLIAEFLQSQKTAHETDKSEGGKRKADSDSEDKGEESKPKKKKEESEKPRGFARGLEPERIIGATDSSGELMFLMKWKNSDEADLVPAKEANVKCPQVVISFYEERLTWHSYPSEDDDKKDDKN
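Compound inhibition of the preformed complex between 50 nM HP1-beta and 50 nM biotinylated H3K9me3 peptide was read by AlphaScreen. Buffer was PBS pH 7.4 with 0.01% Tween-20. Incubations ran 30 min at room temperature, with 10 ug/mL donor/acceptor beads.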
GLS inh: blocks human kidney-isoform glutaminase activity; O94925; GLS enzymatic activity, qHTS titration; Potency, µM (titrated, usually from 45.5 µM), without a hit: top-dose activity change, negative = inhibition, actives largely listed as inhibitors; hit rate 0.21% among 410,000; AID 624170; note: % is set by controls: 0 for no effect and ±100 for the full control effect
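Human kidney-isoform GLS in 45 mM KH2PO4 pH 8.2, 0.02% Tween-20, with compound, started with 1mM L-Glutamine (added stock). Glutamate oxidase/HRP/Amplex red coupled fluorescence read at start and after 30 min at RT.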
rTrxR1 inhibitor: inhibitors of rat thioredoxin reductase 1. recombinant rTrxR1, NADPH fluorescence consumption, selenite substrate. hit rate 1% among 390,000. O89049. Potency, µM (top dose mostly 114 µM), for the others: at the highest dose activity change, negative = inhibition, hits mostly inhibitors. AID 588453; note: % is set by controls: 0 for no effect and ±100 for the full control effect; nearly all actives have a fitted effect of over 65% in size
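Rat TrxR1 (90 nM in the dispensed reagent) was pre-reduced with 400 uM NADPH for 5 min at room temperature, then incubated with compound for 15 min. After 400 uM selenite was added, NADPH fluorescence (Ex 340/Em 450 nm) was followed for 8 min.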
ALOX12 inh: inhibitors of human 12S-lipoxygenase ALOX12; P18054; purified 12hLO, xylenol orange hydroperoxide absorbance; Potency, µM (series often up to 108 µM), for the others: at the top dose activity change, negative = inhibition, usual class: inhibitors; hit rate 1.1% among 580,000; note: % is set by controls: 0 for no effect and ±100 for the full control effect
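Hydroperoxide product was detected by ferrous iron/xylenol orange as the 573 to 405 nm absorbance ratio. Arachidonic acid at 40 uM (final) was turned over for 30 min at room temperature by 150 nM human 12hLO, pH 7.0 Hepes buffer, after 15 min compound preincubation.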
Tb PGK inh: blocks T. brucei phosphoglycerate kinase. AID 602233. hit rate 0.043% among 380,000. P07378. Potency, µM (series often up to 57.5 µM), without a hit: top-dose activity change, negative = inhibition, usual class: inhibitors. PGK/GAPDH coupled, Kinase-Glo luminescence, 60 min; note: % is set by controls: 0 for no effect and ±100 for the full control effect; nearly all actives have a fitted effect of over 60% in size
Target sequence (P07378 whole entry, looked up): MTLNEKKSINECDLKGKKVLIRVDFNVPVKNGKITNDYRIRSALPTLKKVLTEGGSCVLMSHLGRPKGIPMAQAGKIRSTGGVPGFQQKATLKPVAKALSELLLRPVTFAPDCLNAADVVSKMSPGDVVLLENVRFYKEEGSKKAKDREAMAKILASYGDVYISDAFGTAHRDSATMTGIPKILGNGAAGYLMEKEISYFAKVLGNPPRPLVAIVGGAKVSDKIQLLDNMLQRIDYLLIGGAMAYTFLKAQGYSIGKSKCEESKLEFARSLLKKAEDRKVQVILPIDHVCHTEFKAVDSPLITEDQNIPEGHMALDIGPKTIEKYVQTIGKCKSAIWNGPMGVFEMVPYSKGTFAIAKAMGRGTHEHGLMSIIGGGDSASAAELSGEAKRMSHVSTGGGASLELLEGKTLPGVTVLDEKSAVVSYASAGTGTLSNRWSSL
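Luminescent ATP detection (Kinase-Glo Plus) follows a 60-minute room-temperature incubation, with wells lacking PGK as controls. Buffer: 100 mM TEA (pH 7.6), 5 mM MgCl2, 0.01% Tween-20. Coupling enzyme GAPDH (100 nM final) supplies unstable 1,3-BPG in-well.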
JMJD2A Tudor: blocks the human JMJD2A Tudor domain | O75164 | Potency, µM (top dose mostly 114 µM), for the others: top-dose activity change, negative = inhibition, usual class: inhibitors | hit rate 4.4% among 390,000 | AlphaScreen JMJD2A-Tudor / H3K4me3 peptide binding; note: % is set by controls: 0 for no effect and ±100 for the full control effect; nearly all actives have a fitted effect of over 50% in size
* marks the source's active call; other numbers are inactive results; i = inactive; u = inconclusive; x = not tested or not shown; & = joins results of further samples; [ ] = dose if it differs, or a comment. Unless noted, calls come from the whole dose curve; as a rule, active = well fitted curve in the direction sought with a large enough effect; inconclusive = small, poorly fitted or top-dose-only effect, or another doubt; inactive = no such curve, though single readings can be large; an effect the other way counts as inactive or inconclusive. Potency is the fitted concentration of half-maximal effect. This is a subset; the hit share may differ from the screen's.

ERG-DNA inh | Pin1 inhibitor | RGS4 inh | HP1b chromo inh | GLS inh | Compound | rTrxR1 inhibitor | ALOX12 inh | Tb PGK inh | JMJD2A Tudor
x | 2% | -2% | 22% | 0% | Cc1ccc(CNC(=O)Cn2c([N+](=O)[O-])cnc2C)cc1 | -5%[57.1 µM] | 4% | x | -10%
6% | 18% | u | 7% | 2% | CNC(=S)N1N=C(c2ccc(C)cc2)CC1c1ccc(OC)c(OC)c1 (stereo unspecified) | -7%[57.1 µM] | 0% | -2% | u
4% | -11% | 0% | 24% | x | c1n[nH]c(NCc2ccc3c(c2)OCO3)n1 | -11% | -12% | 1% | -4%
0% | 20% | 0% | 7% | -23% | COc1cc(NC(=O)Cn2c(=O)n(Cc3ccccc3Cl)c(=O)c3cc(OC)c(OC)cc32)cc(OC)c1 | 24% | -5% | i | -14%
22% | -8% | -22% | 20% | -5% | CN(CC(=O)Nc1cccc(F)c1)C(=O)c1cccc2ccccc12 | -12% | u | 0% | -5%
18% | 1% | -18% | 39%[activator] | 0% | Cc1ccc(COCCN2CCN(S(=O)(=O)c3ccccc3)CCC2=O)cc1 | 14%[57.1 µM] | -9% | -11% | -6%
0% | -5% | -26% | 5% | 2% | Cc1ccccc1NCC(=O)N/N=C\c1ccc2c(c1)OCO2 | -3% | -28% | -1% | -22%
-5% | -1% | -9% | 37% | 0% | Cc1ccc(NC(=S)N2C3CCCC2CC(NC(=O)C2CC2)C3)cc1C (stereo unspecified) | -13% | u | -10% | -4%
-4% | 0% | 19% | 16% | 7% | CN1CCC(=NOc2ccc([N+](=O)[O-])cc2)CC1 | -1%[57.1 µM] | -5% | 12% | -15%
x | 2% | -2% | 31%[activator] | 13% | Cc1cc(C)c(C#N)c(SCS(=O)Cc2ccc(Cl)cc2)n1 (stereo unspecified) | 13% | -6% | -5% | -20%
0% | -1% | u | 10% | 5% | COc1ccc(CCNCc2csc3nc4ccccc4n23)cc1OC | 1%[57.1 µM] | u | 4% | 89µM*
-2% | 0% | -3% | 35% | -1% | Cc1cc2oc(=O)cc(COC(=O)Cn3cnnn3)c2cc1C(C)C | 3% | 0% | -10% | 3%
6% | 8% | -12%[56.9 µM] | 54%[activator] | -6% | CCOc1ccc(S(=O)(=O)N2CC(=O)Nc3ccccc32)cc1C#N | 14% | -13% | -3% | -12%
3% | -13% | -8% | 29% | 1% | Cc1ccc(Nc2nc(Cl)nc(NC3CCCCC3)n2)cc1 | 8% | 28% | -2% | -11%
-30% | -1% | 17% | 44%[activator] | -2% | CC(=O)Nc1ccc(S(=O)(=O)NCCC(=O)NC(C)c2cccs2)cc1 (stereo unspecified) | 15% | -21% | 0% | -11%
16% | -4% | 1% | 13% | 16% | COc1ccc(/C=C/C(=O)O)cc1S(=O)(=O)N1CCCC1 | 10%[57.1 µM] | 12% | -6% | -14%
6% | 18% | -16% | x | 0% | Cn1c(C=O)c(C#Cc2ccccc2)c2ccccc21 | 1%[57.1 µM] | -3% | 3% | 412%[activator]
-4% | -4% | 31% | 11% | 8% | CCC12CN(C(=O)c3ccco3)CC(CC)(CN(C(=O)c3ccco3)C1)C2=O | 4% | -49% | -5% | -2%
-3% | -4% | -18% | 36%[activator] | 8% | O=C(C1CC1)N1c2ccccc2Sc2ccccc21 | -11% | 23% | i | 1%
x | -6% | -1% | 22% | 0% | O=C(Oc1nsnc1N1CCOCC1)N1CCOCC1 | -15% | 1% | -6% | -9%
-9% | 0% | -24%[11.4 µM] | -15% | -2% | COc1ccc(C(=O)N2c3ccccc3CC2C)cc1OC (stereo unspecified) | -12% | -13% | i | -11%[11.4 µM]
-3% | 1% | -36% | 33%[activator] | 2% | CCc1nc2sccc2c(=O)n1N | 17%[57.1 µM] | 4% | 4% | -5%
5%&-1% | -4%&0% | 1%&-10% | 10%[57 µM] | 16%&-8% | CCOC(=O)CCN(Cc1ccccc1)S(=O)(=O)c1csc(C(N)=O)c1 | 18% | u | -6%&-7% | -24%&-1%
8% | 1% | 22% | 43%[activator] | -2% | Cc1ccc(C)c(C(=O)CN2C(=O)NC3(CCCCCCC3)C2=O)c1 | 9% | 22% | 1% | -11%
8% | -1% | 13% | -14% | 0% | N#CC1CC(c2ccccc2)=NN1c1ccccc1[N+](=O)[O-] (stereo unspecified) | -23%[57.1 µM] | 1% | 6% | u
-3% | 0% | 12% | 7% | -9% | COc1cc(C(=O)N(Cc2ccc(F)cc2)Cc2ccco2)cc(OC)c1OC | 21% | -5% | 9% | -28%
2% | 2% | 8% | 59%[activator] | 0% | Cc1ccc(S(=O)(=O)N2CCN(C(=O)N3CCOCC3)CC2)c(C)c1 | 4% | 14% | 6% | 0%
3% | 6% | -28% | 84%[activator] | -2% | CCOc1ccc(C(=O)c2oc3ccccc3c2NC(=O)c2cc(=O)c3ccc(C)cc3o2)cc1 | 17% | -13% | -10% | 5%
0% | -9% | -5% | 3% | 4% | O=c1[nH]c(C2CCCCC2)nc2ccccc12 | 10% | -17% | i | -20%[57.1 µM]
-6% | 2% | 13% | 14% | 6% | COc1cc(OC)cc(C(=O)N2CCN(S(=O)(=O)c3ccc(Cl)s3)CC2)c1 | 3% | 25% | 2% | -2%
-4% | 6% | 23% | -6% | 11% | CO/N=C\C(=N\Nc1ccc(OC)cc1)C(=O)c1ccccc1 | -1% | 0% | 0% | -30%
-4% | 0% | -21% | 18% | 20% | CCn1c(-c2cc(OC)ccc2OC)csc1=Nc1c(C)n(C)n(-c2ccccc2)c1=O | 4% | -14% | 0% | -18%
-11% | -8% | 1%[11.4 µM] | 2% | 2% | CCOC(=O)CCNC(C)C1COc2ccccc2O1 (stereo unspecified) | -3%[57.1 µM] | u | -3% | 2.8µM*
0% | -14% | 14% | 23% | 4% | CN(C(=O)CSc1nnc(-c2cccnc2)n1-c1ccccc1F)C1CCS(=O)(=O)C1 (stereo unspecified) | 16%[57.1 µM] | -5% | -5% | -22%
-7% | 4% | u | 47%[activator] | -9% | Cc1ccc2ncnc(Nc3cccc([N+](=O)[O-])c3)c2c1 | 14% | 0% | -8% | -10%
x | -7% | -4% | 31% | 8% | COc1ccccc1NC(=S)N1CCC(c2nc3cc(C)c(C)cc3[nH]2)CC1 | 14% | 8% | -7%[11.5 µM] | -20%

Profiles from above. Order of values: ERG-DNA inh, Pin1 inhibitor, RGS4 inh, HP1b chromo inh, GLS inh, rTrxR1 inhibitor, ALOX12 inh, Tb PGK inh, JMJD2A Tudor
`Cc1ccc(Nc2nc(Cl)nc(NC3CCCCC3)n2)cc1` is listed with 3%, -13%, -8%, 29%, 1%, 8%, 28%, -2%, -11%
`O=C(Oc1nsnc1N1CCOCC1)N1CCOCC1` is listed with x, -6%, -1%, 22%, 0%, -15%, 1%, -6%, -9%
`Cc1ccc2ncnc(Nc3cccc([N+](=O)[O-])c3)c2c1` is listed with -7%, 4%, u, 47%[activator], -9%, 14%, 0%, -8%, -10%
`COc1cc(OC)cc(C(=O)N2CCN(S(=O)(=O)c3ccc(Cl)s3)CC2)c1` is listed with -6%, 2%, 13%, 14%, 6%, 3%, 25%, 2%, -2%

Back to the main list, starting 2 compounds before the break.
ERG-DNA inh | Pin1 inhibitor | RGS4 inh | HP1b chromo inh | GLS inh | Compound | rTrxR1 inhibitor | ALOX12 inh | Tb PGK inh | JMJD2A Tudor
-7% | 4% | u | 47%[activator] | -9% | Cc1ccc2ncnc(Nc3cccc([N+](=O)[O-])c3)c2c1 | 14% | 0% | -8% | -10%
x | -7% | -4% | 31% | 8% | COc1ccccc1NC(=S)N1CCC(c2nc3cc(C)c(C)cc3[nH]2)CC1 | 14% | 8% | -7%[11.5 µM] | -20%
0% | -2% | -25% | 48%[activator] | 8% | CCCc1cc(N2CCN(c3cc(Cl)ccc3C)CC2)n2cnnc2n1 | -4% | -11% | -3% | -25%
21% | -13% | 4% | 1% | 15% | CCCCCC(=O)NNC1CC(=O)N(c2ccccc2)C1=O (stereo unspecified) | 22% | 221%[activator] | -5% | -13%
x | 5% | 6% | 43%[activator] | x | CS(=O)(=O)N1CCN(c2nc(-c3cccs3)nc3ccccc23)CC1 | -5% | x | x | -12%
x | -6% | -1% | 8% | -4% | O=C1NC(c2ccccc2)=C(c2ccc3ccccc3n2)C(c2ccncc2)N1 (stereo unspecified) | 6% | -20% | -10% | -23%
-10% | -3% | -27% | 24% | 5% | CC(=O)Nc1nc2cc3c(cc2s1)OCO3 | 0%[57.1 µM] | -11% | -5% | -16%
17% | 0% | 21% | 20% | 3% | Cc1c(CN2CCC(C(=O)Nc3cccc(-c4cccc(Cl)c4)c3)CC2)cnn1C | 23% | -6% | 2% | -21%
8% | 6% | -21% | 54%[activator] | -5% | O=C(C[N+]1(CC#Cc2ccccc2)CCCCC1)c1ccc(Cl)cc1 | -12% | -10% | -3% | -15%
9% | -3% | 19% | 10% | -15% | Cc1ccc(Oc2ncc(CN3CCOCC3)s2)cc1 | -3% | -3% | -7% | -11%
3% | 3% | -15% | 37% | -4% | Cc1cc(C(F)(F)F)n(-c2nc(C(=O)NNS(=O)(=O)c3ccccc3[N+](=O)[O-])cs2)n1 | 15%[57.1 µM] | 2% | -2% | -22%
-6% | -3% | 9%[11.4 µM] | -14% | 3% | Cc1cc(C(=O)NCC(=O)OC(C(=O)Nc2cc(C(F)(F)F)ccc2Cl)c2ccccc2)ccc1[N+](=O)[O-] (stereo unspecified) | 20%[57.1 µM] | 19% | 14% | -5%[11.4 µM]
-2% | 7% | -8% | 12% | 1% | NC(=O)NC(c1ccccc1)c1cccc2ccccc12 (stereo unspecified) | 9% | 21% | -5% | -19%
